Source: PubChem
XIAP antagonists: XIAP antagonists, biochemical, IAP family, fluorescence polarization (AID 1018). XIAP BIR domain, fluorescence polarization peptide displacement; higher % means a stronger effect. one-dose displacement, % at 20 µM; IC50 in µM for titrated hits. 200,000 tested, 0.007% active; in the data active means displacement above about 50%; further: a part of the inactive calls stands beside numbers as strong as those of hits
Myeloid diff MLP: myeloid differentiation induction. ER-HoxA9 myeloid progenitors, lysozyme-GFP differentiation, flow cytometry. calls only at 10 µM. 360,000 tested, 1% active. AID 624256;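 active means normalized GFP-positive differentiation at or above the plate's own cutoff, the solvent-only control mean plus 3 SD; inconclusive means no clear call, values can overlap the other calls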;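 further: cells exposed to compound for four days before flow analysis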
CSM14.1 death rescue: protection against thapsigargin-triggered cell killing – 384-well, CSM14.1, ATP luminescence, primary screen (AID 1222); CSM14.1 thapsigargin-induced death rescue, ATP luminescence; higher % means a stronger effect; one-dose cellular ATP content (survival), % at 20 µM; EC50 in µM for titrated hits; 190,000 tested, under 10 active;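 active means EC50 below 50 µM in the dose-response confirmation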;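 further: death triggered by thapsigargin at about 15 µM added after 2 h compound pretreatment; cell ATP read after overnight thapsigargin exposure of roughly 18 to 22 hours; normalized against plate controls of thapsigargin alone and 5% DMSO vehicle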
M1AAP inhibition: P. falciparum M1AAP inhibitors, biochemical, fluorogenic H-Leu-NHMec substrate, 1536-well (AID 1445); recombinant M1AAP, H-Leu-NHMec fluorogenic kinetic assay; higher % means a stronger effect; 220,000 tested, 0.42% active; inhibition, % at 30 µM, or IC50 in µM where a hit was titrated;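 active means primary inhibition above the hit cutoff, then over 50% inhibition at one or more dose response concentrations, cut at about 23% in these data, passing the limit was not always enough; inconclusive means conflicting primary data, or primary hits not chosen for dose response; inactive means low primary inhibition, or under 50% at every dose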;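 further: plate controls were DMSO full reaction for no effect and no enzyme background for full effect; strong numbers were not always called active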
LYP phosphatase: PTPN22 lymphoid phosphatase activity blockers – biochemical, fluorescence intensity, uHTS (AID 1779); recombinant LYP phosphatase, fluorescence intensity; higher % means a stronger effect; inhibition, % at 11.5 µM; hits with a dose series show IC50 in µM; 290,000 tested, 0.054% active;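 further: plate controls were vehicle with enzyme for no effect and no enzyme for full effect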
PMI inhibitors: MPI enzyme activity inhibition – biochemical, fluorescence intensity, coupled assay, primary screen (AID 1209); purified PMI enzyme, coupled fluorescence intensity; higher % means a stronger effect; inhibition, % at 20 µM, or IC50 in µM where a hit was titrated; 190,000 tested, 0.42% active;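 further: plate controls were DMSO vehicle for no effect and wells lacking substrate for full effect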
TNAP activation fold: stimulation of alkaline phosphatase TNAP activity – biochemical, luminescent, no phosphate acceptor, uHTS, primary screen (AID 1001). purified TNAP, luminescent activation assay, no phosphate acceptor; higher activation fold means a stronger effect. one-dose activation fold at 20 µM; EC50 in µM for titrated hits. 200,000 tested, 0.03% active; in the data active means activation fold from about 3, or a potency from the dose series; inactive means the rest, 99 in 100 with activation fold below about 1.6; further: many of its hits are not listed in these tables
PMI inhibition: MPI inhibition at elevated mannose 6-phosphate – biochemical, fluorescence intensity, high mannose 6-phosphate, primary screen (AID 1220); recombinant PMI enzyme, coupled fluorescence intensity; higher % means a stronger effect; inhibition, % at 20 µM; hits with a dose series show IC50 in µM; 190,000 tested, 0.66% active
P. falciparum M17LAP: P. falciparum M17LAP inhibitors, primary screen, biochemical, fluorogenic H-Leu-NHMec substrate, 1536-well (AID 1619); recombinant M17LAP, H-Leu-NHMec fluorogenic kinetic assay; higher % means a stronger effect; 220,000 tested, 0.38% active; inhibition, % at 30 µM, or IC50 in µM where a hit was titrated;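 active means compound inhibiting the enzyme by more than half at any dose during confirmatory dose-response retesting; inconclusive means strong single-dose inhibitors picked by rank but not retested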;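 further: plate controls were full reaction with DMSO carrier for no effect and no enzyme background for full effect; strong numbers were not always called active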
Myeloid diff MLP GFP+ MAC1+ %: further read-out of Myeloid diff MLP, marked with its call; GFP+ MAC1+ double positive, %; measured here: differentiation confirmed by MAC1 staining
* hit, by the source's call; i = inactive; ? = inconclusive; . = no result given; & = joins results of further samples. Unless noted, no stated cut-off is given here; in the data, active means inhibition above about 50%; inactive means the rest.

nr	SMILES	XIAP antagonists	Myeloid diff MLP	Myeloid diff MLP GFP+ MAC1+ %	CSM14.1 death rescue	M1AAP inhibition
1	COC(=O)c1cc2oc3ccccc3c2n1Cc1ccccn1	-8.4%	i	0.9	-0.7%	3%
2	Oc1c(C=C2N=c3ccccc3=N2)sc(=S)n1C1CCCCC1	-3.2%&-6.5%	i	0.0&0.5	-2.7%&-1.1%	2%&6%
3	COC(=O)C1(C)CCc2cc(OC)ccc2C1=O (stereo not drawn)	-4.2%	i	0.5	-1.0%	2%
4	CC(=O)c1cnc2ncnn2c1C	-2.4%	i	0.7	-2.8%	-1%
5	COc1ccc(OC)c(CN(CCN2CCOCC2)C(=O)Nc2ccccc2)c1	-7.5%	i	0.7	-4.2%	3%
6	S=C(NCc1ccco1)Nc1ccc(Cl)cc1Cl	-5.0%	i	1.0	-8.0%	2%
7	O=C(CSc1nnc(Nc2ccccc2)s1)Nc1cccnc1Cl	-6.7%	i	1.3	2.0%	5%
8	COC(=O)c1sccc1NC(=O)c1cc(-c2ccc(C)cc2)nc2ccccc12	0.5%	i	3.0	-0.8%	-2%
9	COc1cc(C2=NOC(C(=O)NCc3ccc(F)cc3)C2)cc(OC)c1OC (stereo not drawn)	-8.4%	?	.	-0.5%	12%
10	COCCNC(=S)N(CCc1c(C)[nH]c2ccc(C)cc12)Cc1ccco1	-1.9%	i	0.2	0.2%	0%
11	O=c1cc(-c2ccccc2)nc2nc(-c3ccccc3)[nH]n12	-1.2%	i	1.3	-1.6%	10%
12	CCOC(=O)CN1C(=O)NC(C)(c2ccc(OC(F)F)cc2)C1=O (stereo not drawn)	-6.3%	i	0.7	1.6%	6%
13	Cc1cccc(OCCCC(=O)Nc2ccc(Br)cc2)c1	-2.5%	i	0.2	-2.2%	1%
14	N#Cc1cccc(Cn2nnc(-c3ccccc3)n2)c1	-0.2%	i	0.8	1.0%	2%
15	COc1cccc(NC(=O)C2CCCN(S(=O)(=O)c3ccc(-n4cnnn4)cc3)C2)c1 (stereo not drawn)	-5.5%	i	0.0	-2.6%	-3%

nr	LYP phosphatase	PMI inhibitors	TNAP activation fold	PMI inhibition	P. falciparum M17LAP
1	-3%	16%	1	11%	6%
2	0%&1%	6%&13%	0.9&0.9	2%&9%	8%&7%
3	-13%	-7%	1	-10%	9%
4	-1%	0%	1.1	-1%	21%
5	-8%	-1%	1.1	-2%	24%
6	-9%	7%	1	3%	-1%
7	-7%	-1%	1	8%	18%
8	-4%	2%	1.1	0%	4%
9	-4%	0%	1.1	-8%	-7%
10	1%	1%	1.1	6%	-4%
11	-1%	12%	1	10%	50%
12	3%	-7%	1	1%	-9%
13	-2%	15%	1.2	12%	3%
14	-8%	14%	1.1	13%	5%
15	-12%	-2%	1.1	-1%	6%

The listing continues:
nr	SMILES	XIAP antagonists	Myeloid diff MLP	Myeloid diff MLP GFP+ MAC1+ %	CSM14.1 death rescue	M1AAP inhibition
16	CC1(C)Cc2ccccc2C(N/N=C/c2cccc(F)c2)=N1	-2.7%	i	0.6	-0.1%	6%
17	Clc1ccc(CSc2nnc(/C=C/c3ccccc3)o2)c(Cl)c1	-3.7%	i	1.1	-0.9%	2%
18	O=C(COC(=O)c1c2c(nc3ccccc13)/C(=C/c1ccco1)CC2)NC1CCCC1	-18%	i	0.0	-2.1%	19%
19	COc1cc(-c2nc(-c3ccccc3)c(-c3ccc(F)cc3)[nH]2)cc2c1OCO2	-4.0%	i	0.4	-2.8%	5%
20	Clc1ccccc1Nc1nnc(-c2ccncc2)s1	-4.2%	i	1.1	-0.3%	1%
21	CCCCCCC1/C(=N/O)CCC1C(=O)OC (stereo not drawn)	-1.3%	i	0.7	0.5%	2%
22	COc1ccccc1CC(=O)O/N=C(\N)c1ccccn1	.	i	0.3	.	1%
23	COc1ccc(-c2cc(C(F)(F)F)nc(N3CCOCC3)n2)cc1	-4.4%	i	5.8	2.2%	4%
24	CCN(CC)S(=O)(=O)c1cccc(C(=O)N[C@H](C(=O)Nc2nc3ccc(F)cc3s2)C(C)C)c1	-7.9%	i	0.1	-0.4%	3%
25	CC(C)(C)NC(=O)C1CC(=O)OC1(C)C (stereo not drawn)	-6.8%	i	1.1	1.3%	-2%
26	Cc1cc(-c2nnnn2-c2ccc(F)cc2)no1	.	i	0.2	.	1%
27	Cc1ccc(S(=O)(=O)N2CC(O)CC2C(=O)OCC(=O)c2ccccc2Cl)cc1C (stereo not drawn)	-6.1%	i	0.7	-0.3%	-1%
28	CC(CCc1ccccc1)NC(=O)c1ccc(Cl)nc1 (stereo not drawn)	-6.0%	i	1.3	0.2%	3%
29	O=C(CSc1nc2ccsc2c(=O)n1CC1CCC(C(=O)O)CC1)c1ccc(Cl)cc1 (stereo not drawn)	-1.2%	i	0.6	0.4%	-2%
30	C=CCNC(=O)c1snnc1-c1ccccc1	-4.3%	i	2.7	1.1%	8%

nr	LYP phosphatase	PMI inhibitors	TNAP activation fold	PMI inhibition	P. falciparum M17LAP
16	-7%	-34%	1	-51%	-7%
17	0%	14%	1	16%	2%
18	18%	-45%	0.9	-57%	16%
19	5%	13%	1.2	2%	-1%
20	-6%	12%	1.1	12%	6%
21	-10%	5%	1.1	2%	20%
22	-4%	.	.	.	-9%
23	-3%	19%	1.1	19%	5%
24	4%	30%	1	13%	-4%
25	-5%	14%	1.1	10%	3%
26	-7%	.	.	.	0%
27	-4%	-9%	0.8	-20%	9%
28	-7%	5%	1.1	10%	5%
29	7%	9%	1.1	15%	-5%
30	-6%	11%	1.1	9%	-1%

Results in sequence from the list:
LYP phosphatase, entries 16 to 20 → -7%, 0%, 18%, 5%, -6%
PMI inhibition, entries 16 to 20 → -51%, 16%, -57%, 2%, 12%
PMI inhibitors, entries 16 to 20 → -34%, 14%, -45%, 13%, 12%

3 entries out of the list above, ordered by the value under Myeloid diff MLP GFP+ MAC1+ %, falling.
# | smiles | Myeloid diff MLP GFP+ MAC1+ %
23 | COc1ccc(-c2cc(C(F)(F)F)nc(N3CCOCC3)n2)cc1 | 5.8
30 | C=CCNC(=O)c1snnc1-c1ccccc1 | 2.7
25 | CC(C)(C)NC(=O)C1CC(=O)OC1(C)C (stereo not drawn) | 1.1

Continued:
nr	SMILES	XIAP antagonists	Myeloid diff MLP	Myeloid diff MLP GFP+ MAC1+ %	CSM14.1 death rescue	M1AAP inhibition
31	Nn1c(COc2ccc(Cl)cc2)nc2ccccc2c1=O	-4.6%	i	0.7	2.9%	7%
32	COc1cc(C2CC(=O)Oc3c(C(CCN4CCOCC4)c4ccc(N(C)C)cc4)c(OC)cc(OC)c32)cc(OC)c1OC (stereo not drawn)	.	i	0.8	.	1%
33	Cc1cccc(C(C)C)c1NC(=O)c1ccc(COc2ccc3c(C)cc(=O)oc3c2)cc1	-1.3%	i	0.5	-1.4%	-5%
34	Cc1cc(C(=O)OCC(=O)NC(C)c2ccccc2)c(C)o1 (stereo not drawn)	-7.5%	i	0.9	-1.1%	5%
35	COc1ccccc1NS(=O)(=O)c1cccc(N2CC(O)=C(c3ccccc3)C2=N)c1	-0.8%	i	0.3	0.4%	10%
36	COc1ccc(C(=O)N2CCN(c3ncnc4c(-c5ccccc5)nsc34)CC2)cc1	-1.9%	i	0.7	1.8%	0%
37	Cc1cccc(OCCn2c(=O)sc3ccccc32)c1	-2.1%	i	0.5	5.7%	-1%
38	COC(=O)CCCC1=CC2=CC(=O)C(C)(OC(=O)c3cccs3)C(=O)C2=CN1C1CCCCC1 (stereo not drawn)	.	i	1.3	.	-6%
39	FC(F)(F)C(Oc1nc(Nc2ccc(Cl)cc2)nc(N2CCOCC2)n1)C(F)(F)F	-2.3%	i	0.4	-1.6%	-1%
40	Cc1ccccc1S(=O)(=O)Cc1ccc(C(=O)N2CCN(C3CCCCC3)CC2)o1	3.5%	i	2.1	-0.6%	6%
41	COc1ccc(C2OC(=O)CC2C(=O)NCc2ccc(Cl)cc2)cc1OC (stereo not drawn)	-6.9%	i	0.3	-1.3%	-1%
42	CCN(CC)C(=O)CSc1nc2ccccc2c(=O)n1CC1CCCCC1	-1.3%	i	0.5	0.9%	9%
43	CCN1C(=O)N(S(=O)(=O)c2ccc(C)cc2)[C@@H](c2ccccc2)C(C(=O)OC)=C1C	.	i	1.6	.	-2%
44	COc1ccccc1Cn1c(=S)[nH]c2cc(C(=O)N3CCN(C)CC3)ccc2c1=O	-2.3%	i	15	1.0%	6%
45	CNc1c([N+](=O)[O-])cnn1-c1ccc(C)cc1	16%	i	0.9	-0.7%	6%

nr	LYP phosphatase	PMI inhibitors	TNAP activation fold	PMI inhibition	P. falciparum M17LAP
31	-5%	-1%	1.1	6%	8%
32	-9%	.	.	.	-4%
33	-6%	2%	1.1	2%	10%
34	-4%	-11%	1.1	-5%	18%
35	-7%	4%	1	3%	12%
36	2%	19%	1	18%	-9%
37	1%	18%	1.1	19%	3%
38	-12%	.	.	.	-2%
39	6%	-4%	1	0%	1%
40	-3%	0%	1	2%	-5%
41	-3%	-5%	1.2	-8%	-6%
42	-5%	-4%	1.1	-6%	6%
43	-5%	.	.	.	-8%
44	-5%	-3%	1	-2%	6%
45	-6%	8%	1.1	9%	17%

Additional results
nr	SMILES	XIAP antagonists	Myeloid diff MLP	Myeloid diff MLP GFP+ MAC1+ %	CSM14.1 death rescue	M1AAP inhibition
46	Nc1nc2n(n1)C(=O)CC(c1ccccc1)N2 (stereo not drawn)	-5.7%	i	0.0	0.8%	11%
47	COc1cc(S(=O)(=O)N2CCOCC2)ccc1F	-1.5%	i	0.9	-1.1%	1%
48	O=C1CCCC2=C1C(c1cccs1)n1nc(SCc3ccc(C(=O)O)cc3)nc1N2 (stereo not drawn)	.	i	0.8	.	4%
49	c1ccc(-c2cc(-c3nnc4n3N=C(c3ccc5ccccc5c3)CS4)[nH]n2)cc1	-1.1%	i	8.9	-1.2%	8%
50	Cc1ccc(/C=[N+](/[O-])C2SC(=S)N(C)C2(C)C)cc1 (stereo not drawn)	-7.0%	i	1.0	-2.2%	-1%
51	CCOC(=O)C1CCCN(CCC(=O)Nc2c(C(=O)OC)[nH]c3cc(OC)ccc23)C1 (stereo not drawn)	-3.7%	i	2.4	1.1%	0%
52	N#Cc1cccnc1N1CCC(C(N)=O)CC1	.	i	0.4	.	2%
53	COc1ccc(OCC#CCNC(C)(C)C)cc1	-16%	i	1.9	1.2%	-2%

nr	LYP phosphatase	PMI inhibitors	TNAP activation fold	PMI inhibition	P. falciparum M17LAP
46	-8%	-8%	1.1	-8%	37%
47	1%	1%	1.1	4%	18%
48	-2%	.	.	.	14%
49	7%	-1%	1.4	9%	-2%
50	5%	16%	1.1	15%	12%
51	-2%	1%	1.1	2%	13%
52	-3%	.	.	.	-15%
53	-10%	1%	1.1	-4%	21%
